Bioassay records: PubChem BioAssay, National Center for Advancing Translational Sciences (NCATS)
TRPV1 ag: HTS Assay for Compounds that Act as Agonists of the Vanilloid Receptor 1; Transient receptor potential cation channel subfamily V member 1 (Homo sapiens), Q8NER1; TRPV1-expressing cells, Fluo-8 calcium influx, agonist mode; activation, % at 8.33 µM; actives 0.19% (n = 320,000); AID 540275, 2011; in the data active = activation above about 80%; inconclusive = between about 30% and that limit; also: 0% is about no effect
Target sequence (Q8NER1 whole entry, looked up): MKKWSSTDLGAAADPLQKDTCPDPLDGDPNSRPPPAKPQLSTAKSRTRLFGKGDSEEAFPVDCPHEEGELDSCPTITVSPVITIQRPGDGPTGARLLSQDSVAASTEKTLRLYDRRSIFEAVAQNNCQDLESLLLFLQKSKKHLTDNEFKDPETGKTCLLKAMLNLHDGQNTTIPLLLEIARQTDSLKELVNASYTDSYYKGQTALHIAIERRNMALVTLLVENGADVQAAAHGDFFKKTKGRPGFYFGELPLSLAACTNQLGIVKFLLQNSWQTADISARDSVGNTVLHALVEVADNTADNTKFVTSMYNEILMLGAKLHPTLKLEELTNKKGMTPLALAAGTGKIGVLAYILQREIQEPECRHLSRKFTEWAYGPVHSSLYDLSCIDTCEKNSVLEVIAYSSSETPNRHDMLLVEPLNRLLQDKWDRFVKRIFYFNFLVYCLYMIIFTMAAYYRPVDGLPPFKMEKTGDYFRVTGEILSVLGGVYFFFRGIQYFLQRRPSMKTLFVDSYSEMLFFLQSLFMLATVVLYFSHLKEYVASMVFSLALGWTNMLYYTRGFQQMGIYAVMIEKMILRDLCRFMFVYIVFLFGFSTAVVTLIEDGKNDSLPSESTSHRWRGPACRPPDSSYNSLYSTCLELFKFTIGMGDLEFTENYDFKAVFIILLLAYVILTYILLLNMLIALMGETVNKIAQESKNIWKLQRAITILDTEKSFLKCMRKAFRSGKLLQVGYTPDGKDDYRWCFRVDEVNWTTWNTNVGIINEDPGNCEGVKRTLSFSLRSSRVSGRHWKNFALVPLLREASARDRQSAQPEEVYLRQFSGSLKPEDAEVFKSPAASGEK
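Fluo-8 calcium influx in TRPV1-expressing cells, kinetic read (ex 480/em 520 nm). Compound added and read 3 min for agonist activity, followed by capsaicin at EC20 final and 2 min further read for enhancement.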
B2AR arrestin: qHTS assay of beta-arrestin-biased ligands of beta2-adrenergic receptor | actives 0.02% (n = 330,000) | beta-arrestin recruitment to beta2AR, cell-based reporter | Potency, µM (highest dose often 46.1 µM), for the others: top-dose activation, usual class: activators | Beta-2 adrenergic receptor (Homo sapiens), P07550;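 also: potency is read from the fitted curve at half-maximal effect; 0% = DMSO controls and full agonism = EC100 isoproterenol or metaproterenol; nearly all actives have a fitted effect of over 65% in size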
hERG WT inh: qHTS for Inhibitors of KCHN2 3.1: Wildtype qHTS; Voltage-gated inwardly rectifying potassium channel KCNH2 (Homo sapiens), Q12809; U2OS, BacMam KCNH2, thallium flux FluxOr; hits give low values; activity change, % at 1.84 µM; actives 0.37% (n = 340,000); AID 720551, 2013;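 active = maximum activity change below -70%; inconclusive = maximum activity change between -70% and -50%; inactive = maximum activity change above -50%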; also: % is scaled to controls: 0 for no effect and ±100 for the full control effect
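U2OS cells were transduced with wild-type KCNH2 virus (2.03 x 10^8 / mL) for 4 h at room temperature, then cultured overnight at 37 C. Thallium flux was read with FluxOr dye. Rate constants were normalized to DMSO controls.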
Menin-MLL TR inh: qHTS Assay for Inhibitors Targeting the Menin-MLL Interaction in MLL Related Leukemias: Competition With Texas Red Labeled MLL-derived Mutant Peptide. O00255. Menin + Texas Red MLL mutant peptide, fluorescence polarization. Potency, µM (series often up to 61.6 µM), for the others: at the highest dose FP activity change, negative = inhibition, hits mostly inhibitors. actives 0.23% (n = 270,000). AID 1768, 2009; active = well fitted inhibition curve with a large enough effect in the polarisation, with a control signal flat, not every such curve was filed as active; inconclusive = small, poorly fitted or top-dose-only effect, or effect the other way, or a change in a side signal; inactive = no such curve, though single readings can be large or run the other way; the % refers to the polarisation; also: potency is read from the fitted curve at half-maximal effect; % of control where 0% means no effect; many of its hits are not listed in these tables
GALK inhibitor: qHTS Assay for Inhibitors of Human Galactokinase (GALK) | P51570 | Purified GALK, Kinase-Glo residual ATP luminescence | Potency, µM (highest dose often 57.5 µM), for the others: at the top dose activity change, negative = inhibition, hits mostly inhibitors | actives 0.007% (n = 270,000) | AID 1868, 2009; also: potency is read from the fitted curve at half-maximal effect; % is scaled to controls: 0 for no effect and ±100 for the full control effect
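Kinase-Glo Plus luminescence measured ATP left after a 1 h room-temperature reaction. The reaction used 5 nM GALK, 100 uM galactose and 35 uM ATP at pH 8.0 (20 mM HEPES, 5 mM MgCl2, 60 mM NaCl, 1 mM DTT, 0.01% BSA).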
MLL CXXC-DNA inh: qHTS Fluorescence Polarization Assay for Inhibitors of MLL CXXC domain - DNA interaction | Histone-lysine N-methyltransferase 2A (Homo sapiens), Q03164 | MLL-CXXC / FITC-HOXA9 DNA fluorescence polarization | Potency, µM (top dose mostly 115 µM), for inactives: at the top dose activity change, negative = inhibition, hits mostly inhibitors | actives 0.037% (n = 290,000) | AID 2662, 2010; active = well fitted inhibition curve with a large enough effect in the polarisation, with a control signal flat, not every such curve was filed as active; inconclusive = small, poorly fitted or top-dose-only effect, or effect the other way, or a change in a side signal; inactive = no such curve, though single readings can be large or run the other way; the % refers to the polarisation; also: potency is read from the fitted curve at half-maximal effect
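Purified MLL-CXXC (added from a 7 uM solution) was preincubated 5 min at ambient with pinned compounds in 50 mM Tris-HCl pH 7.5, 50 mM NaCl, 1 mM DTT, 0.05% BSA. Fluorescein-labeled HOX-A9 DNA (50 nM solution) followed, 30 min, then polarization read.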
PKM2 act: qHTS Assay for Activators of Human Muscle isoform 2 Pyruvate Kinase | Potency, µM (highest dose often 57.5 µM), inactives show at the top dose activation, most hits filed as activators | actives 0.34% (n = 260,000) | purified PKM2, Kinase-Glo ATP luminescence, activation; response scale: 0% is enzyme alone, no compound; also: potency is read from the fitted curve at half-maximal effect; % is scaled to controls: 0 for no effect and ±100 for the full control effect; nearly all actives have a fitted effect of over 55% in size
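ATP formation by purified human PK-M2, quantified via coupled luciferase luminescence after 1 h at room temperature with 0.1 mM ADP and 0.5 mM PEP final.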
Giardia killer: Small Molecules that selectively kill Giardia lamblia: qHTS; Giardia lamblia trophozoite viability; AID 540267, 2011; actives 0.15% (n = 340,000); activity change, % at 7.66 µM, hits read low; in the data active = activity change below about -80%; inconclusive = between about -30% and that limit;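 also: parasites exposed to compound for two days anaerobically before the ATP read; % is scaled to controls: 0 for no effect and ±100 for the full control effect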
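Viability, read as ATP luminescence: trophozoites at 100 cells/well, compound added, 48 hrs anaerobic at 37 deg C, then 15-30 min room-temperature development before reading.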
USP2a block: qHTS Assay for Inhibitors of Ubiquitin-specific Protease USP2a Using CHOP2 as the Reporter; Ubiquitin carboxyl-terminal hydrolase 2 (Homo sapiens), O75604; Potency, µM (titrated, usually from 38.3 µM), for the others: at the highest dose activity change, negative = inhibition, most hits filed as inhibitors; AID 463254, 2010; USP2 core, Ub-CHOP2 coupled fluorogenic reporter, 485/531; actives 0.01% (n = 330,000);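 also: potency is read from the fitted curve at half-maximal effect; plate controls were DMSO wells for no effect and full inhibition by NEM control for full effect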
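Deubiquitinase activity read as fluorescence (485/531 nm) after Ub-CHOP2 cleavage activates the enterokinase reporter on its substrate; USP2 core 10nM, Ub-CHOP2 and substrate 25nM each, 30min compound preincubation then 60min RT; data normalized to NEM, curves fitted.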
KCNH2 3.1 inh: qHTS for Inhibitors of KCHN2 3.1: Mutant qHTS; actives 0.95% (n = 340,000); U2OS KCNH2 3.1, thallium flux FluxOr; hits give low values; Potassium voltage-gated channel subfamily H member 2, brain isoform KCNH2 3.1 (human); activity change, % (tested at about 1.8 µM); AID 720553, 2013;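 active = maximum activity change below -70%; inconclusive = maximum activity change from -70% to -50%; inactive = maximum activity change above -50%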;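 also: thallium influx rate constant from kinetic fluorescence after stimulation buffer; % is scaled to controls: 0 for no effect and ±100 for the full control effect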
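Kinetic fluorescence (2 min after stimulation buffer) measures Tl+ influx through KCNH2 3.1 expressed by viral transduction in U2OS cells; the rate constant is normalized against DMSO controls serving as positive and negative references.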
Coupling enz: qHTS Assay for Inhibitors of Fructose-1,6-bisphosphate Aldolase from Giardia Lamblia: Coupling assay counterscreen | coupling enzyme system counterscreen, AmpLite Red fluorescence | activity change, negative = inhibition, % at 58.2 µM, hits read low | actives 0.67% (n = 290,000); in the data active = activity change below about -30%; also: % is scaled to controls: 0 for no effect and ±100 for the full control effect
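Compounds tested against the coupling enzymes alone at 57.5 uM final; readout was AmpLite Red fluorescence (525/598 nm) after 20 min at RT.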
Numbers without * were called inactive; u = inconclusive; x = no result given; [ ] = another dose, or the depositor's remark. Unless noted, calls follow the shape of the dose curve; as a rule, active = well fitted curve in the direction sought with a large enough effect; inconclusive = small, poorly fitted or top-dose-only effect, or another doubt; inactive = no such curve, though single readings can be large; an effect the other way counts as inactive or inconclusive. The list is partial. The share of hits here may be higher or lower than overall.

SMILES	TRPV1 ag	B2AR arrestin	hERG WT inh	Menin-MLL TR inh	GALK inhibitor	MLL CXXC-DNA inh	PKM2 act	Giardia killer	USP2a block	KCNH2 3.1 inh	Coupling enz
Oc1ccc(C[C@@H]2CNC(=S)N2CCc2cc(C(F)(F)F)cc(C(F)(F)F)c2)cc1	1	0.4%	7	x	2%	-2%	-7%	-16	-2%	-9	3
O=C(O)c1[nH]c2ccccc2c1C(c1ccccc1)c1c(C(=O)O)[nH]c2ccccc12	-4	0.4%	-11	u	-6%	11%	8%	-14	-1%	-6	14
Cn1c(SCC(=O)Nc2nccs2)nnc1-c1ccco1	-3	-1.0%	1	34%[activator]	-1%	-1%	12%	8	3%	9	3
CC(NC(=O)CCCc1nnc2n(C)c(=O)c3sccc3n12)c1ccccc1 (stereo not given)	0	0.6%	15	4%	4%	7%	x	5	2%	-7	-2
CCCSc1nnc(CNS(=O)(=O)c2ccc(C)cc2)n1C	-1	4.3%	3	5%	5%	19%	-3%	4	0%	-6	2
O=C(c1cc([N+](=O)[O-])cc([N+](=O)[O-])c1)N1CCCc2ccccc21	3	0.1%	-3	10%	13%	-1%	1%	-16	1%	-7	-3
O=C(Cc1c(Cl)cccc1Cl)Nc1ccncc1	-3	0.3%	4	x	2%	2%	x	-7	-3%	6	x
COc1ccc(NC(=O)CSc2nc3n[nH]c(C)c3c(=N)n2-c2ccc(Cl)c(C)c2)cc1OC	-3	-0.1%	19	x	-4%	10%	x	7	1%	-3	x
Cc1ccc(C(=O)N/C(=C\c2ccc(-c3cc(Cl)ccc3Cl)o2)C(=O)NCc2cccnc2)cc1	u	-1.4%	6	51%[activator]	1%	-1%	5%	-12	-7%	-9	-12
C=CCSC1=N/C(=C\c2cc(OCC)c(OC(C)=O)c([N+](=O)[O-])c2)C(=O)S1	-3	-0.7%	-23	u	-2%	u	-15%	12	0%	x	0
O=C(Cn1ccc(NC(=O)OCc2ccccc2)nc1=O)NCCCn1ccnc1	2	0.0%	-19	x	x	x	x	4	0%	-1	x
Nc1c(Cl)cc(-c2cn(CCC(=O)O)c(-c3ccc(Cl)nc3)n2)cc1Cl	-2	-0.8%	-11	x	x	x	x	-5	3%	8	x
Cc1[nH]c2ccccc2c1CN1CCc2ccccc2C1	1	-0.4%	-2	-1%	1%	31%[activator]	2%	-6	5%	-7	0
CC(=O)Nc1ccc(Nc2ncnc3c2nnn3Cc2ccccc2Cl)cc1	4	0.2%	-4	27%	1%	-10%	x	21	0%	-1	0
CC[n+]1c(/C=C/c2c[nH]c3ccccc23)ccc2cc(C)ccc21	5	0.4%	-18	u	0%	u	-18%	-2	17%	-22	-4
CC(=O)Cc1nsc(NC(=O)c2ccco2)n1	1	-0.2%	-15	19%	0%	5%	6%	6	1%	4	9
Cc1ccc(C)c(NS(=O)(=O)c2ccc(OCC(=O)NCc3ccco3)cc2)c1	0	-0.5%	2	1%	-1%	-1%	16%	-5	-2%	16	4
O=c1c2ccccc2nc(SCc2ccc([N+](=O)[O-])cc2)n1-c1ccc(Cl)cc1	1	-0.4%	-11	-3%	1%	9%	-18%	6	-2%	-4	2
COc1ccc(N=c2cc(-c3ccc(OC)cc3)oc3ccccc23)cc1	3	0.0%	-5	-2%	1%	8%	-1%	2	0%	-11	-3
Cc1ccc(C(=O)NCC(=O)NCC(c2cccs2)N(C)C)cc1C (stereo not given)	x	-0.7%	-3	x	x	x	x	-1	4%	0	x
O=C(O)CN1CCN(Cc2ccccc2F)C1=O	-2	0.1%	6	-17%	-3%	-5%	-2%	1	6%	-31	3
COc1cc(CCC(C)NCc2ccccc2)ccc1O (stereo not given)	30	0.4%	1	-18%	0%	4%	x	-8	3%	-3	3
O=C(c1oc(=O)c2ccccc2c1-c1ccccc1)N1CCC(O)CC1	x	-0.4%	5	4%[11.7 µM]	2%	5%	4%	24	1%	-1	6
COc1ccc(-c2noc(N3CCC(C(=O)Nc4ccc(F)cc4F)CC3)n2)cc1	u	0.3%	9	-5%	x	x	-6%	-8	2%	6	0
O=C(NCCc1ccccc1)c1c(F)c(F)c(F)c(F)c1F	u	-0.7%	1	-20%	3%	6%	-9%	10	0%	15	-3
COc1ccc(OC)c(Nc2nc(NCCCN(C)C)nc(N)c2[N+](=O)[O-])c1	5	0.3%	-3	x	1%	u	0%	-23	0%	11	2
Cc1cc(C(=O)NC(C)C2CCCO2)cs1 (stereo not given)	-2	-0.6%	9	18%	1%	2%	-1%	0	1%	-1	0
COc1ccc(S(=O)(=O)N2CCCC2CNC(=O)C(=O)Nc2cccc(F)c2)cc1 (stereo not given)	-6	-0.2%	1	x	x	x	x	4	0%	19	x
COc1ccc2c(CC(=O)N[C@@H](Cc3ccccc3)C(=O)O)cc(=O)oc2c1C	0	-0.4%	1	10%	-1%	50%	x	-27	1%	-1	11
Cc1ccc(NC(=O)NCC2CCN(Cc3cc(C)ccc3Cl)CC2)c(C)c1	5	0.0%	-151*	u	-2%	4%	2%	4	3%	-23	-1
Cc1ccnc(NC(=O)Nc2ccc(Br)cc2Cl)c1	-7	0.0%	-4	-1%	4%	1%	6%	4	1%	20	4
Nc1nonc1-n1nnc(C(=O)N/N=C/c2c(Cl)cccc2Cl)c1CSC1=NCCS1	0	-0.1%	6	x	-2%	9%	9%	-20	-3%	-5	3
Cc1sc2nc3c(C(=O)N4CCN(c5ccccn5)CC4)cccn3c(=O)c2c1C	0	0.0%	x	10%	0%	2%	-1%	x	1%	x	2
CC(C)=CC(=O)Nc1c(C)cc(C)cc1Cl	4	-0.2%	7	-13%	-1%	u	3%	15	0%	2	-1
O=C1CC(C(=O)N2CCN(S(=O)(=O)c3cccc(F)c3)CC2)CN1Cc1ccccc1Cl (stereo not given)	22	0.1%	4	x	x	x	x	-9	0%	-4	x
COc1ccccc1CN1CC(C(=O)NC2CCCCC2)CC1=O (stereo not given)	-1	-1.7%	7	22%	-4%	-1%	2%	4	2%	-3	-1
CN(C)C(=O)c1ccc(-n2nc(C(F)(F)F)c3c2CCCC3)cc1	u	-0.3%	-4	2%	0%	3%	0%	-7	4%	2	6
Fc1ccc(OCc2nn[nH]n2)c(F)c1	-7	0.3%	-1	23%	9%	5%	-9%[11.5 µM]	-29	0%	-9	9
COc1ccc(-c2noc(=O)n2Cc2ccc(C#N)cc2)cc1	1	5.2%	-3	-6%	2%	14%	-19%	14	0%	13	2
COc1ccc(C(=O)/C=C/Nc2ccc(S(=O)(=O)Nc3cccc(C(C)=O)c3)cc2)cc1	5	-0.8%	-23	u	4%	6%	-5%	-7	-2%	-15	-5
Cc1c(C(=O)N2CCCCC2)c(S(=O)(=O)N2CCN(c3ccc(F)cc3)CC2)c(C)n1C	18	0.1%	13	1%	-1%	-8%	-1%	13	0%	-14	2
COc1ccc(Cl)cc1NC(=O)N(C)Cc1c(C)nn(C)c1C	0	0.3%	35	8%	1%	4%	4%	-6	4%	-6	0
CCN(C[C@H]1N[C@@](Cc2ccccc2)(C(=O)OC)[C@H]2C(=O)N(C)C(=O)[C@@H]12)C(=O)Nc1ccc(C(F)(F)F)cc1	x	-0.9%	-28	x	x	x	x	9	0%	9	x
O=C(c1cc2ccccc2cc1O)N1CCCC(C(F)(F)F)C1 (stereo not given)	-6	0.1%	1	x	-4%	-2%	2%	-8	0%	2	x
CC(=O)c1sc(NC(=O)c2cc3c(C)nn(-c4ccccc4)c3s2)nc1C	-2	-0.9%	-8	3%	0%	4%	-6%	-2	1%	0	0
Cc1ccc(/C(N)=N/OC(=O)N2CCOCC2)cc1	-1	0.3%	0	-29%	1%	4%	-1%	8	-2%	0	1
